Source: PubChem (The Scripps Research Institute Molecular Screening Center)
CHRM1 agonist = agonists of human M1 muscarinic receptor. activation, % at 3 µM. hit rate 0.33% among 360,000. P11229. AID 588814. CHO-K1 hM1, Fluo-8 calcium fluorescence, agonist mode; 0% DMSO, 100% acetylcholine EC100;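 active = activation above the run's mean compound activation plus 3 SD, cut at about 16% in these data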;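 note: peak over basal fluorescence ratio within a 140 s kinetic read after compound addition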
Target sequence (P11229 whole entry, looked up): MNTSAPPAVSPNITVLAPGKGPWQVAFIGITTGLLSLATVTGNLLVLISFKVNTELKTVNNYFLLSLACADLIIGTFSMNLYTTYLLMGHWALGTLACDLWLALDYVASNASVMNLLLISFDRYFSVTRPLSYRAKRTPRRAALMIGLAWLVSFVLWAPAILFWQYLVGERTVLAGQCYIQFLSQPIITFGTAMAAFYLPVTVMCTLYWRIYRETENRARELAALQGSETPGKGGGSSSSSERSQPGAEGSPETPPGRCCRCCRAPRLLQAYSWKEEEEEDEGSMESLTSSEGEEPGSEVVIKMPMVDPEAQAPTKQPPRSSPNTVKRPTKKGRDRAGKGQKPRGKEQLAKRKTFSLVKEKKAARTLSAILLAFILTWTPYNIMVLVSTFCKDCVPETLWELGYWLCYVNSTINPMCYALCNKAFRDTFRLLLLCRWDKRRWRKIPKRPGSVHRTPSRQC
CHRM1 PAM = positive allosteric modulators of human M1 muscarinic receptor; P11229; CHO-K1 hM1, Fluo-8 calcium fluorescence, ACh EC20; 0% = ACh EC20, 100% = maximal ACh; hit rate 0.088% among 360,000; activation, % at 3 µM; in the data active = activation above about 19%, passing the limit was not always enough
CHO-K1 Ca ag = nonselective activator or artifact in parental CHO-K1 cells. Fluo-8 calcium fluorescence; scaled to maximal ATP response, vehicle zero. activation, % at 3 µM. hit rate 0.48% among 360,000. AID 602248; in the data active = activation above about 15%;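 note: untransfected CHO-K1 host cells lacking M1 receptor as counterscreen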
CHO-K1 Ca antag = M1 antagonist counterscreen hit in parental CHO-K1 cells; ATP-induced calcium, Fluo-8 fluorescence; inhibition, % at 3 µM; hit rate 0.6% among 360,000; AID 602250;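 active = inhibition above a per-plate cutoff, the plate's mean sample inhibition plus 3 SD, cut at about 24% in these data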;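 note: 0% = DMSO plus EC80 ATP and 100% = DMSO alone without ATP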
OXTR potentiate = human OXTR potentiation; P30559; CHO-OTR cells, Fluo-8 calcium fluorescence, potentiator mode; 0% = oxytocin EC15, 100% = EC100; activation, % at 3 µM; hit rate 0.061% among 320,000; AID 2445;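 active = activation above that plate's cutoff, the mean activation of tested compounds plus 3 SD, cut at about 6.6% in these data, passing the limit was not always enough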;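 note: 100% uses oxytocin at 75 nM as the full agonist control; some results filed as inactive read as strong as hits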
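Assay system: CHO cell line stably expressing human OTR. Reagent: EC15 oxytocin agonist. Dosing: single dose, 3.0 µM nominal final compound concentration. Timing: compound 6 min at room temperature before oxytocin, 100 s read. Signal: kinetic Fluo-8 calcium fluorescence. Controls: oxytocin EC15 low and EC100 high.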
M1 antag = human CHRM1 antagonism; CHO-K1 hM1, Fluo-8 calcium fluorescence, ACh EC80 antagonist; inhibition, % at 3 µM; hit rate 1.3% among 360,000; AID 588852;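 active = percent inhibition above its own plate's cutoff, namely the mean of that plate's compound wells plus 3 SD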;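 note: peak over basal fluorescence ratio during 140 s after agonist addition; 0% = ACh EC80 plus DMSO and 100% = DMSO alone without agonist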
M4 antag = blocks acetylcholine activation of human M4 receptor | P08173 | CHO-hM4 cells, ACh EC80, Fluo-8 calcium fluorescence | inhibition, % at 3 µM | hit rate 0.73% among 360,000 | AID 624125;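 active = inhibition above its plate's cutoff, the mean inhibition of sample wells plus 3 SD, cut at about 27% in these data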;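 note: 0% = acetylcholine EC80 with DMSO and 100% = DMSO without agonist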
Target sequence (P08173 whole entry, looked up): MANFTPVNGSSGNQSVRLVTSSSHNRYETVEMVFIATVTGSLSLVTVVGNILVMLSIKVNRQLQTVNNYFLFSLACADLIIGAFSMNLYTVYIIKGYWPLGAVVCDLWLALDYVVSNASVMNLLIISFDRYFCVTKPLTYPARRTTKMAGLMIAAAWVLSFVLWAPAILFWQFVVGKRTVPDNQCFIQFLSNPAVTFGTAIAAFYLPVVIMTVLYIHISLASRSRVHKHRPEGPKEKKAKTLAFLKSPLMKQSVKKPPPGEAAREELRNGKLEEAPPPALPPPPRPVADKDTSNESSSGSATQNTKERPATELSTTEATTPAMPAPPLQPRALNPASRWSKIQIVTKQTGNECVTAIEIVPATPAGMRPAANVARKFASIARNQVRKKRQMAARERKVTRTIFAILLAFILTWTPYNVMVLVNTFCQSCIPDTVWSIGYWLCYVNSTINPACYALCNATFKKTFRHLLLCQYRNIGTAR
CHO parental Ca = signal in parental CHO cells, OX1R antagonist counter-screen; AID 463079; inhibition, % at 5.6 µM; parental CHO-K1, ATP-induced calcium, Fluo-8 fluorescence; hit rate 0.63% among 330,000;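 active = inhibition above that plate's mean sample inhibition plus 3 SD, cut at about 26% in these data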;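 note: 0% = ATP-challenged DMSO wells and 100% = DMSO wells without ATP; some compounds past the cut are filed as inactive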
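Test system: untransfected parental CHO cell line; also added: ATP stimulus; dosing: 5.6 µM, single dose; signal: calcium-sensitive Fluo-8 fluorescence; measure: percent inhibition of ATP-evoked calcium rise, normalized to controls; benchmarks: low control ATP plus DMSO, high control DMSO only; replication: one well per compound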
CHRM4 agonist = CHRM4 agonism in calcium assay. activation, % at 3 µM. AID 624127. hit rate 0.14% among 360,000. CHO-K1 hM4/Gqi5, Fluo-8 calcium fluorescence; vehicle 0%, full acetylcholine response 100%. P08173;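 active = activation above the run mean over all test wells plus 3 SD, cut at about 32% in these data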;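 note: peak over basal fluorescence ratio per well then scaled between controls; 0% = DMSO wells and 100% = acetylcholine at EC100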
Starred values were filed as active, the others as inactive; / = not tested or not shown.

SMILES | CHRM1 agonist | CHRM1 PAM | CHO-K1 Ca ag | CHO-K1 Ca antag | OXTR potentiate | M1 antag | M4 antag | CHO parental Ca | CHRM4 agonist
O=C(CCN1C(=O)COc2ccccc21)N1CCCCC1 | -6 | 5 | 0.8 | 2 | 2 | 3 | 1 | -6 | 1
CCCCN(CC)C(=O)c1cc2cc3ccc(Cl)cc3nc2o1 | -9 | 0 | 0.7 | -17 | -20 | -2 | -21 | -27 | 3
CCOC(=O)C1=C(CSc2nccn2C)NC(=O)NC1c1ccc(OC)cc1 (stereo unspecified) | -3 | 0 | 2.0 | -6 | 0 | -5 | 5 | -12 | 0
O=C(NNC1=NS(=O)(=O)c2ccccc21)c1ccccc1Cl | 0 | 9 | -0.4 | -5 | 1 | -19 | -14 | -8 | 2
CCC(C(=O)NCCc1ccccc1OC)n1nc(C)c2c(C)n(-c3ccccc3)nc2c1=O (stereo unspecified) | -6 | 9 | 0.3 | -5 | -6 | -15 | 0 | -37 | 2
Cc1ccc(S(=O)(=O)N(Cc2ccccc2)c2ccccc2C(=O)NCc2cccnc2)cc1 | -7 | 1 | -0.4 | -2 | -8 | 2 | 10 | -20 | 1
CCc1ccc2oc(C(=O)Nc3ccc(S(N)(=O)=O)cc3)c(C)c2c1 | -6 | 13 | 1.0 | -9 | -9 | -7 | 1 | -1 | 1
Nc1nc(N2CCN(C(=O)c3ccco3)CC2)nc2ccccc12 | -4 | 4 | 0.9 | -16 | -14 | -10 | 3 | -6 | 2
O=C(CSCc1ccc(Cl)cc1)N1CCN(Cc2ccc3c(c2)OCO3)CC1 | -2 | -8 | 1.5 | -2 | -14 | -13 | -8 | -12 | 5
O=C(NCc1ccc2c(c1)OCO2)c1ccc(S(=O)(=O)C(F)F)cc1 | -3 | 4 | 1.6 | -3 | -7 | 2 | -3 | 9 | 2
C=CCN(Cc1ccc(Cl)s1)C(=O)c1ccc(F)c(S(=O)(=O)N2CCOCC2)c1 | -1 | -6 | 1.3 | 0 | -8 | 15 | -6 | -33 | 10
Cn1c(CNC(=O)c2ccco2)nnc1SCC(=O)N1CCN(c2ccccc2)CC1 | -5 | 9 | 1.4 | -17 | -2 | -5 | 15 | -20 | 0
O=C1CC(c2cccc(F)c2)c2c(c3ccccc3[nH]c2=O)O1 (stereo unspecified) | -6 | -1 | -0.5 | -2 | -10 | -2 | 0 | 14 | 0
C=C(C)CNC(=S)Nc1nc2c(cc1C(=O)OCC)CCCC2 | -6 | 6 | 0.5 | 2 | / | -3 | 4 | / | 0
Cc1ccc(S(=O)(=O)Cn2nnnc2C(CC(C)C)N2CCN(C3CCCC3)CC2)cc1 (stereo unspecified) | -9 | -2 | 2.6 | -4 | -6 | 3 | 11 | -21 | 3
O=C(O)c1cccc(NC2=Nc3cccc4cccc2c34)c1 | -1 | 13 | 14 | -1 | -13 | -16 | 2 | -3 | 0
Cn1nc(-c2ccccc2)cc1NC(=O)Nc1ccccc1F | -1 | 2 | 3.0 | -3 | -9 | -5 | 2 | -13 | 5
CCOc1ccc(-c2ccc(C3=CC(=O)C[C@H](c4ccc(F)cc4)C3)cc2)cc1 | 1 | -3 | 0.5 | 17 | / | 15 | -7 | / | 0
CCC(=O)c1ccc(OCC(=O)NCCC2=CCCCC2)c(OC)c1 | -4 | 2 | 3.2 | -17 | -3 | -8 | -12 | -27 | 5
CC(=O)N1CCc2cc(C(=O)CN3CCN(c4cccc(Cl)c4)CC3)ccc21 | 1 | -12 | 4.7 | 5 | -5 | 11 | -4 | -29 | 9
Cn1cc([N+](=O)[O-])c(C(=O)NNC(=O)c2ccc([N+](=O)[O-])cc2)n1 | -4 | 7 | 0.1 | -12 | -17 | -5 | -2 | -14 | 1
Cc1ccc(C)c(OCC(=O)N/N=C/c2c(C)nn(-c3ccccc3)c2Cl)c1C | 0 | 6 | 0.3 | -3 | -4 | -5 | 10 | -9 | -1
CCCCNC(=S)NNC(=O)c1cc(C)on1 | -3 | 1 | 0.1 | -33 | -4 | -11 | -10 | 0 | 1
CC(=O)C1=C(C)NC(=O)NC1c1ccc(Cl)cc1 (stereo unspecified) | -4 | -5 | 0.2 | -2 | -15 | 6 | 8 | 2 | 0
O=C(CCc1ccc(S(=O)(=O)NCCc2ccccc2)cc1)NCc1ccco1 | -2 | -12 | 0.7 | 13 | -4 | 11 | 7 | -7 | 1
Cc1cccc(NC(=S)N/N=C/c2c[nH]c3ccccc23)c1 | 0 | 13 | 0.2 | -5 | -9 | -8 | -3 | -9 | 2
Cn1c(SCc2ccccc2F)nc2cccnc21 | -4 | 2 | -0.1 | -1 | -1 | 0 | 2 | -3 | 0
O=C(CSc1ccc([N+](=O)[O-])cc1)Nc1ccccc1N1CCOCC1 | -6 | 7 | 1.5 | 2 | -3 | -11 | 5 | 3 | 3
O=C(COC(=O)c1cccnc1)c1ccc(Cl)c(Cl)c1 | 0 | 6 | 3.3 | -4 | -6 | -3 | 5 | -12 | 7
Cc1ccc(C(=O)NC2CCCN(c3ccc(C(F)(F)F)cn3)C2)cn1 (stereo unspecified) | -4 | 4 | 2.2 | 2 | -7 | -8 | -2 | -14 | 3
COc1cc(NC(=O)COC(=O)c2ccccc2SCC(=O)N2CCCC2)cc(OC)c1 | -2 | 2 | 1.8 | 13 | -9 | -3 | -10 | -13 | 8
CC(C)CN(C(=O)COC(=O)C1CC1)c1c(N)n(Cc2ccccc2)c(=O)[nH]c1=O | -2 | 2 | 0.9 | -7 | -13 | 0 | -4 | -3 | 2
Cc1ccc(NC(=O)CSCC(=O)N(C)CCOc2ccc(Cl)cc2)cc1 | -4 | 7 | 0.7 | -5 | / | -10 | -11 | / | 6
O=C(CCCn1c(SCC(=O)NC2CCCCC2)nc2ccccc2c1=O)NCC1CCCO1 (stereo unspecified) | -2 | 5 | 0.2 | 6 | -2 | -9 | -11 | -5 | 1
CCCC(C)(C)NC(=O)CCCCC(=O)NC(C)(C)CCC | -3 | 4 | 0.4 | -12 | -2 | 3 | -13 | -16 | -1
CCOC(=O)c1c(NC(=O)COC(=O)CNC(=O)c2ccc(Cl)cc2Cl)sc(C(=O)N(C)C)c1C | -8 | 8 | -0.1 | -2 | 5 | -6 | -5 | -17 | 0

Reformatted with each value named: two of the compounds above.
O=C(CCc1ccc(S(=O)(=O)NCCc2ccccc2)cc1)NCc1ccco1
  CHRM1 agonist: -2; CHRM1 PAM: -12; CHO-K1 Ca ag: 0.7; CHO-K1 Ca antag: 13; OXTR potentiate: -4; M1 antag: 11; M4 antag: 7; CHO parental Ca: -7; CHRM4 agonist: 1
Cc1cccc(NC(=S)N/N=C/c2c[nH]c3ccccc23)c1
  CHRM1 agonist: 0; CHRM1 PAM: 13; CHO-K1 Ca ag: 0.2; CHO-K1 Ca antag: -5; OXTR potentiate: -9; M1 antag: -8; M4 antag: -3; CHO parental Ca: -9; CHRM4 agonist: 2

The list goes on.
SMILES | CHRM1 agonist | CHRM1 PAM | CHO-K1 Ca ag | CHO-K1 Ca antag | OXTR potentiate | M1 antag | M4 antag | CHO parental Ca | CHRM4 agonist
COc1ccc(CCN2CC(C(=O)NCc3ccco3)CC2=O)cc1OC (stereo unspecified) | -3 | 4 | 0.4 | 4 | -18 | 6 | 6 | -4 | 1
O=C(NC1CCCCC1)C1CCN(S(=O)(=O)c2cccc3cccnc23)CC1 | -3 | 6 | 0.5 | -7 | 14* | -9 | -9 | -4 | 1
O=[N+]([O-])c1ccc(N=Nc2ccc(O)cc2O)cc1 | -1 | 0 | -0.2 | 8 | -16 | 5 | 4 | 19 | 1
COc1ccc(S(=O)(=O)N2CCC(C(=O)NCCC(=O)NC3CC3)CC2)cc1 | 1 | 11 | -0.2 | 14 | -8 | -19 | -9 | -3 | 1
COCCn1c(NCc2ccccc2)nc2c1c(=O)[nH]c(=O)n2C | -6 | 7 | -0.1 | -7 | -12 | -29 | 4 | -6 | 1
NC(=O)c1ccccc1NC(=O)/C=C/c1ccc(Cl)cc1 | -2 | 2 | 2.5 | -16 | -2 | -5 | -1 | -7 | 5
N#Cc1ncc(C(F)(F)F)cc1Sc1ccccc1N | -8 | -1 | -0.4 | 3 | -1 | -24 | -1 | -5 | -2
COc1ccc(NS(=O)(=O)c2csc(C(=O)Nc3ccccc3)c2)cc1 | -1 | -7 | 3.9 | 7 | -24 | 3 | -3 | 2 | 8
Cc1[nH]c2ccc(C(=O)OC(C)C(=O)NC3CCCCC3C)cc2c1C (stereo unspecified) | -4 | 3 | 0.5 | -7 | -7 | -5 | -6 | 11 | 3
C/C=C/c1ccc(OCC(O)CN(C)Cc2ccc(SC)cc2)c(OC)c1 (stereo unspecified) | -10 | -7 | 7.7 | -11 | -12 | 2 | -8 | -19 | 5
O=C(CN1C(=O)c2cccc3cccc(c23)C1=O)N1CCCCC1 | -6 | -3 | 0.7 | -3 | -2 | 3 | 1 | -6 | 2
O=C(CN1C(=O)CCSc2ccccc21)Nc1ccc2c(c1)OCCO2 | -1 | 6 | 1.4 | -11 | -6 | -12 | 5 | 0 | 3
O=C(O)c1ccc(-c2ccc(Cl)cc2Cl)o1 | -7 | 6 | -0.2 | -5 | -7 | -4 | 7 | 4 | 0
CCOC(=O)CS(=O)(=O)c1nc(-c2ccccc2)cc(C(F)(F)F)n1 | -5 | -18 | 0.9 | 1 | 1 | 28 | 38* | 8 | 2
Cc1ccc(/C=N/N2CCN(Cc3ccccc3)CC2)cc1 | -6 | 4 | 0.4 | 3 | -9 | 0 | -4 | -4 | 0
CCc1sc(C(=O)Nc2ccc3c(c2)OCCO3)cc1Br | -2 | 7 | -0.6 | 1 | -7 | -13 | -6 | -5 | -1
O=C(O)C1CN(c2ncccc2[N+](=O)[O-])C1 | -8 | 21 | 0.4 | -18 | -10 | -12 | -9 | -12 | 1
Cc1ccc(OC(C)C(=O)O)cc1C (stereo unspecified) | -2 | 5 | -0.2 | 6 | 2 | -7 | 5 | 5 | 1
Cc1ccc(-n2ccnc(SCC(=O)NCCc3ccccc3)c2=O)cc1F | -2 | 1 | -0.1 | -1 | -9 | -1 | -4 | -17 | 2
COc1ccccc1-c1oc2ccccc2c1-c1ccccc1OC | 0 | 12 | -0.7 | -1 | -1 | -5 | 1 | -21 | 1

Compounds listed so far with two or more sulfur atoms, in the order listed:
SMILES | CHRM1 agonist | CHRM1 PAM | CHO-K1 Ca ag | CHO-K1 Ca antag | OXTR potentiate | M1 antag | M4 antag | CHO parental Ca | CHRM4 agonist
C=CCN(Cc1ccc(Cl)s1)C(=O)c1ccc(F)c(S(=O)(=O)N2CCOCC2)c1 | -1 | -6 | 1.3 | 0 | -8 | 15 | -6 | -33 | 10
COc1ccc(NS(=O)(=O)c2csc(C(=O)Nc3ccccc3)c2)cc1 | -1 | -7 | 3.9 | 7 | -24 | 3 | -3 | 2 | 8

Rows were taken by chance. About 2.9% of those tested had a hit in this group.
